# STK33 kinase inh = blocks human STK33 kinase activity; Q9BYT3; purified STK33, MBP phosphorylation, ADP-Glo luminescence; inhibition, % at 10 µM; 320,000 compounds, 0.073% hits;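 active means inhibition at or above 25%, using the most active replicate where run in duplicate; inactive means inhibition below 25%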
# Target sequence (Q9BYT3 whole entry, looked up): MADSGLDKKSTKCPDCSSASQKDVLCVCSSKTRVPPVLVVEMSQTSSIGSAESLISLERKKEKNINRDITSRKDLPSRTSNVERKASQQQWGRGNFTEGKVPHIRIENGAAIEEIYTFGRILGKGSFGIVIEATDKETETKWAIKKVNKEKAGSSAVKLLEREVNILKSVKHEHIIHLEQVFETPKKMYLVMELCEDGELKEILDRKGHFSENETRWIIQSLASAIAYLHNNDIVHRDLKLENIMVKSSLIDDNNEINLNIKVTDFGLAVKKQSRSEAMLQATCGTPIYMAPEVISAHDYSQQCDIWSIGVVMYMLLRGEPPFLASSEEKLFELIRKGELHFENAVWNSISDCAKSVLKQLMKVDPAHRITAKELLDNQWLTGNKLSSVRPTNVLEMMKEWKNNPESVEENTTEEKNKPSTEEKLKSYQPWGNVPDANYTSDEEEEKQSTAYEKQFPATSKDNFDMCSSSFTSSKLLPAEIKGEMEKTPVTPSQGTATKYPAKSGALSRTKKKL
# OX1R antag = antagonists of human orexin 1 receptor (OX1R). inhibition, % at 6.6 µM. 330,000 compounds, 1.8% hits. O43613. OX1R-expressing cells, FRET antagonist read-out; in the data active means inhibition mostly above about 38%, no sharp cut-off; inactive means mostly below about 40%;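 further: 0% = agonist challenge alone and 100% = reference antagonist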
# Target sequence (O43613 whole entry, looked up): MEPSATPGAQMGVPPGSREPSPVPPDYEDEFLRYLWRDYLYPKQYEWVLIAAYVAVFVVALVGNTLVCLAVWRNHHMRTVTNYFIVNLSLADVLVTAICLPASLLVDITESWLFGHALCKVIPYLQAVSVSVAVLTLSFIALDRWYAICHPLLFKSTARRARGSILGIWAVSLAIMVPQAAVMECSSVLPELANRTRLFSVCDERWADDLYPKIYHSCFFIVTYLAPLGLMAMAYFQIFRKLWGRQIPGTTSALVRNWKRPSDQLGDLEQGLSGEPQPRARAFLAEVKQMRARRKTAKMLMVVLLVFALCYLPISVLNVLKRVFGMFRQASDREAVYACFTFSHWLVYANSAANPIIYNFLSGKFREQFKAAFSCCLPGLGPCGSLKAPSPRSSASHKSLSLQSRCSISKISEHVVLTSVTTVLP
# * marks the source's active call; other numbers are inactive results; . = no result given.
mol	STK33 kinase inh	OX1R antag
CCOC(=O)Cc1csc(NC(=O)CSc2nc(=O)[nH]c3c2CCCC3)n1	-1.0	14
Nc1ccccc1C(=O)NNC(=O)C(=O)/C=C(\O)c1ccccc1	-1.0	12
Cc1ccc(C)c(-c2nnc(NC(=O)CCS(=O)(=O)c3ccccc3)o2)c1	-0.9	17
O=C(N1CCOCC1)C1(S(=O)(=O)c2ccccc2)CC=CC1	-0.4	14
O=C(CNC(=O)c1ccc(Cl)cc1Cl)OCc1cn2cc(Br)ccc2n1	-0.2	7
COc1ccc(-n2c(C)cc(C(=O)Cn3nc(C(=O)O)c4ccccc4c3=O)c2C)cc1	-0.9	28
Cn1c(SCC(=O)Nc2ccc(F)cc2)nc2c([nH]c3ccccc32)c1=O	-0.3	3
Cc1ccc(NC2CCCN(C(=O)c3ccccn3)C2)cc1C (stereo not drawn)	-1.4	22
C/C(N)=C(/C#N)C(=O)COC(=O)c1ccccc1O	-1.0	10
Cc1ccccc1OCC(=O)N1CCCc2ccccc21	0.7	12
O=C(NC(NCc1ccccn1)(C(F)(F)F)C(F)(F)F)c1ccco1	-2.0	0
O=c1c2ccccc2ncn1CCOc1ccccc1[N+](=O)[O-]	-0.6	13
CC1(C)CC(N(Cc2ccc(F)cc2)C(=O)c2ccc(F)cc2)CCO1 (stereo not drawn)	-1.5	27
O=C(CC(c1ccccc1)c1cc(Cl)ccc1O)N1CCCC1 (stereo not drawn)	0.6	1
C/C(=N/NC(=O)c1ccc(Br)o1)c1ccncc1	1.2	9
CCc1ccc(NC(=O)CNC(=O)[C@@H]2Cc3ccccc3CN2C(=O)OC(C)(C)C)cc1	-0.9	7
COc1cccc2cc(C(N)=O)oc12	0.9	14
CCC(c1nnnn1Cc1ccccc1)N(Cc1cc2cc(OC)ccc2[nH]c1=O)CC1CCCO1 (stereo not drawn)	0.0	12
Cc1ccc(N(CC(=O)NC2CCCC2)C(=O)CCC(=O)Nc2nccs2)c(C)c1	-1.6	10
CCC1Oc2ccc(C)cc2N(CC(=O)NCCCN2CCCCC2C)C1=O (stereo not drawn)	0.6	2
O=C(CN1C(=O)COc2ccccc21)NCCC1=CCCCC1	1.9	27
O=C(COc1ccccc1[N+](=O)[O-])Nc1cc(Cl)ccc1C(=O)O	-1.5	18
Cc1ccc2nc(Cc3ccc(N)cc3)oc2c1	-0.3	8
CC1(C)CC(=O)C(Sc2ccccc2C(=O)O)=C(O)C1	-0.3	4
O=C(CCCN1C(=O)c2ccccc2C1=O)N1CCOCC1	-0.1	28
C=CCc1cccc2ccc(=O)oc12	.	24
COC(=O)c1nc2n(n1)C(c1ccc([N+](=O)[O-])cc1)C(C(=O)Nc1ccc(Cl)cc1)=C(C)N2 (stereo not drawn)	-1.7	9
COc1ccc(NC(=O)CC2Nc3ccccc3NC2=O)c([N+](=O)[O-])c1 (stereo not drawn)	-0.8	34
CC(=O)NC(c1cc(Cl)c2cccnc2c1O)C(C)C (stereo not drawn)	-0.5	0
CCOP(=O)(OCC)C(NC(=O)Nc1ccc(Cl)c(Cl)c1)C(N)=O (stereo not drawn)	-0.2	11
CCC1S/C(=N/C(=O)NC2CCCCC2)NC1=O (stereo not drawn)	-2.8	4
COc1cc(C)c(/C=C(\C#N)C(=O)Nc2ccc(C)cc2)cc1C(C)C	.	13
O=C(c1ccoc1)N1CCC2(CC1)Oc1ccc(F)cc1C(=O)C21CC(c2ccccc2)=NO1 (stereo not drawn)	0.0	7
COC(=O)c1ccc(NC(=O)N2CCC(O)(c3cccnc3)CC2)cc1	-0.9	4
CCN(CC)S(=O)(=O)c1ccc(OC(C)C)c(NC(=O)C2=COCCO2)c1	-0.1	16
Cc1cc(=O)[nH]c(SCc2ccc(Cl)cc2)n1	-0.6	5
COc1cc(C(=O)NCC(=O)NNC(=O)CN(C)S(=O)(=O)c2ccc(Cl)cc2)cc(OC)c1OC	-1.1	-1
COc1ccccc1NC(=O)C1CCN(S(=O)(=O)c2ccc3c(c2)CC(C)N3C(C)=O)CC1 (stereo not drawn)	-1.1	6
CS(=O)(=O)c1cccc(-c2nnc(NC(=O)CCS(=O)(=O)c3ccccc3)o2)c1	-0.8	13
O=S(=O)(NCc1ccc(Cl)cc1)NCc1ccccc1F	-0.7	13
COc1ccc(OC(C)C(=O)Nc2cccnc2)cc1 (stereo not drawn)	-0.7	5
CCOC(=O)N1CCN(C(=O)c2ccc(CN(c3ccccc3)S(C)(=O)=O)cc2)CC1	-2.1	-1
Cc1nn(CC(=O)NN)c(C)c1Br	-0.4	5
COc1cccc(OCC(=O)NNC(=O)CCc2ccccc2)c1	0.3	3
O=C(CSc1ccccn1)Nc1ccc2c(c1)oc1ccccc12	-2.0	12
CN(C)S(=O)(=O)c1cccc(NC(=O)c2ccc(-n3cncn3)c([N+](=O)[O-])c2)c1	-0.4	9
CC1CCCC(C)N1CCCNC(=O)CN1C(=O)c2cccnc2Oc2ccc(Cl)cc21 (stereo not drawn)	0.1	2
Cc1cccc(NCN2C(=O)C3C4C=CC(C4)C3C2=O)c1 (stereo not drawn)	0.7	5
CCOC(=O)c1ccc(NC(=O)CSC2=NC(=O)C(CC)C(=O)N2)cc1 (stereo not drawn)	-0.9	1
CCc1ccccc1NC(=O)Cc1ccc(-n2cccc2)cc1	0.1	8
CCN1CCCC1CNc1ccc(S(C)(=O)=O)cc1[N+](=O)[O-] (stereo not drawn)	-1.5	28
Cc1c(NC(=O)C(=O)/C=C(\O)c2ccc(Cl)cc2)c(=O)n(-c2ccccc2)n1C	-1.3	18
Cc1ccc(-n2ncc(Cl)c2C(=O)NC2CC2)cc1	0.4	34
Cc1ccc(C)c(NC(=O)CS(=O)(=O)c2cn(C)c3ccccc23)c1	0.3	15
COc1ccc(CN(C)C(=O)c2cccc(S(=O)(=O)N3CCN(c4ccccc4)CC3)c2)c(OC)c1OC	-0.7	34
COc1cccc2[nH]c3c(=O)n(CCN(C)C)cnc3c12	0.5	-11
Cc1ccc(C(=O)Nc2cc(C)c(OCC(=O)N3CCOCC3)c(C)c2)cc1	3.1	14
O=C(NCc1ccccn1)C1CCC(=O)N(Cc2ccc(Cl)cc2)C1 (stereo not drawn)	-1.1	3
Cc1ccc2oc(=O)n(CC(=O)OC(C)C)c2c1	-0.4	4
Cc1cc(C)n(CC(=O)N2N=C(C(F)F)CC2(O)C(F)F)n1 (stereo not drawn)	-1.5	12

# Later entries:
# Each structure is followed by: STK33 kinase inh, OX1R antag
- CC(=O)c1c(C)[nH]c(C(=O)CSc2nnc(-c3ccccc3)o2)c1C
 : -2.0, 18
- COC(=O)C(NNc1ccccc1)(NC(=O)c1cccc(F)c1)C(F)(F)F (stereo not drawn)
 : -1.9, 17
- CC1CN(C(=O)COC(=O)Cc2ccc(Cl)cc2)CC(C)O1 (stereo not drawn)
 : 0.0, -1
- N#C/C(=C\c1cccnc1)C(=O)Nc1ccc(SC(F)F)cc1
 : -0.7, -7
- Cc1c(NC(=O)C2CCCN2S(=O)(=O)c2ccccc2)c(=O)n(-c2ccccc2)n1C (stereo not drawn)
 : -0.4, 11
- Cc1ccc(S(=O)(=O)NCC(=O)N(CC(=O)NCc2ccco2)C2CCCC2)cc1
 : -1.0, 7
- O=C(Cn1nnc(-c2ccc(CN3CCOCC3)cc2)n1)Nc1nc(-c2ccccc2)cs1
 : 0.1, 9
- CN(C)S(=O)(=O)c1ccc2c(c1)c(=O)c(C(=O)NCCCN1CCCCCC1)cn2C
 : 1.4, 7
- Cc1ccc(C(C)NC(=S)NCc2ccc(F)cc2)c(C)c1 (stereo not drawn)
 : -2.1, 18
- CN(C)S(=O)(=O)N(CC(=O)Nc1ccc2ccccc2c1)c1ccccc1
 : 0.8, 32
- COc1ccc(S(=O)(=O)Nc2cccc(S(=O)(=O)N3CCCCC3)c2)cc1
 : -0.4, 50*
- O=C(Nc1ccc(C(=O)N2CCCC2)cc1)c1ccccc1F
 : -2.5, 4
- CC(OC(=O)CCCOc1ccccc1)C(=O)NC(N)=O (stereo not drawn)
 : -0.1, 2
- CCCN1CCN(C(=O)CCCn2c(C)c3cnn(-c4ccccc4)c(=O)c3c2C)CC1
 : -1.2, 4
- O=C(NCCCn1ccnc1)C(=O)NCC1OCCN1S(=O)(=O)c1ccc2c(c1)OCCO2 (stereo not drawn)
 : 0.2, 12
- COc1ccc(OC)c(NC(=O)Cc2coc3ccc4ccccc4c23)c1
 : -1.0, 22
- Cc1c(Nc2nc(C(F)(F)F)nc3ccccc23)c(=O)n(-c2ccccc2)n1C
 : -0.8, 16
- CCOC(=O)c1c(C)n(OCc2ccccc2)c2ccc3nonc3c12
 : 3.0, 35
- Cc1cc(C)nc(SCC(=O)N/N=C/c2cccs2)n1
 : -2.3, 4
- COc1ccc(CNC(=O)C(c2ccncc2)N(C(=O)Cc2cccs2)c2cccc(C)c2)cc1 (stereo not drawn)
 : -0.8, 19
- COc1ccc(Br)cc1CN1CCCCCC1
 : -1.3, 14
- CCc1ncc(C(=O)c2ccc(OC)cc2)n1C
 : -0.5, 5
- CCn1c(C)nc2cc(C(=O)NNC(=S)Nc3ccc(Cl)cc3)ccc21
 : -0.2, 8
- O=C(CN1C(=O)NC2(CCc3ccccc3C2)C1=O)Nc1ccc(F)cc1 (stereo not drawn)
 : -1.5, 14
- Cc1ccc(C(c2c(C)n(C)n(-c3ccccc3)c2=O)c2c(C)n(C)n(-c3ccccc3)c2=O)s1
 : -1.1, 19
- CC1=CS(=O)(=O)CC1Sc1nc2ccccc2[nH]1 (stereo not drawn)
 : -2.6, 13
- O=C(Nc1nc2ccccc2[nH]1)C1CCC1
 : 0.4, 4
- CCC1(C)Cc2sc3c(=O)[nH]c(=S)[nH]c3c2CO1 (stereo not drawn)
 : -0.9, 12
- Cc1[nH]c2ccccc2c1C(C#N)(C#N)C1C(=O)c2ccccc2C1=O
 : 1.6, 15
- CC1(C)CC(=O)c2cnc(N3CCN(c4ccccc4)CC3)nc2C1
 : 0.9, 21

# Random excerpt: two compounds from above.
# Each structure is followed by: STK33 kinase inh, OX1R antag
- CC(=O)NC(c1cc(Cl)c2cccnc2c1O)C(C)C (stereo not drawn)
 : -0.5, 0
- CC1(C)CC(N(Cc2ccc(F)cc2)C(=O)c2ccc(F)cc2)CCO1 (stereo not drawn)
 : -1.5, 27

# The listing continues:
# Each structure is followed by: STK33 kinase inh, OX1R antag
- CC(=O)c1cccc(NC(=S)NC(=O)c2ccccc2C)c1
 : -0.7, 11
- CC(C)(C)CN1CCNC(=O)C1CC(=O)NC1Cc2ccccc2C1 (stereo not drawn)
 : 0.6, 2
- O=C(O)c1cccc(Nc2nc3ccccc3nc2NS(=O)(=O)c2ccc(F)cc2)c1
 : 0.0, 2
- Cc1ccc(CS(=O)(=O)Cc2ccc(C(=O)NCc3ccccn3)o2)cc1
 : -0.9, 6
- COc1cccc(OC)c1C(=O)Nc1ccc2c(c1)OCCO2
 : 0.6, 9
- O=C(CN1C(=O)NC2(CCCC2)C1=O)Nc1cc(Cl)ccc1N1CCCC1
 : 2.4, 7
- Nc1cccc2c1C(=O)N(CC(=O)NC13CC4CC(CC(C4)C1)C3)C2=O
 : -2.0, 23
- CC(C)Cn1cc(Cl)c(=O)n(CC(C)C)c1=O
 : -1.4, 6
- CN(Cc1cc(=O)n2ccsc2n1)C1CCCCC1
 : -0.5, 6
- CCOc1nc(C)ccc1-c1noc(-c2ccco2)n1
 : 0.7, 16
- Cc1cc(/C=C2\C(=N)N3N=CSC3=NC2=O)c(C)n1Cc1ccccc1
 : -0.9, 24
- CC(C)NC(=O)NC(=O)COC(=O)c1cccc(OC(F)F)c1
 : -1.1, 9
- CC1CCCCN1C(=O)c1ccc(NC(=O)c2ccccc2Cl)cc1 (stereo not drawn)
 : -2.4, 7
- O=C(O)c1ccc(COc2ccc(/C=N/NC(=O)c3cccs3)cc2)cc1
 : 1.0, 18
- Cn1c2ccccc2c2cc(/C=N/NC(=O)c3ccc(O)cc3O)ccc21
 : 1.6, 92*
- CC(C)CC(COCc1ccc(Cl)cc1)N1CCN(C(=O)c2ccc(C(F)(F)F)cc2)CCC1=O (stereo not drawn)
 : 0.0, 19
- C/C(N)=C(/C#N)C(=O)COC(=O)c1cc(S(=O)(=O)N2CCCCC2)ccc1C
 : -0.8, 20
- CCN(Cc1ccncc1)Cc1nc(Cc2ccccc2Cl)no1
 : -2.0, 17
- CC(NCC1(N2CCOCC2)CCCCC1)C(=O)Nc1ccc(Cl)cc1Cl (stereo not drawn)
 : -1.1, 2
- COc1ccc(-c2c(C(=O)O)nc3ccccc3c2C(=O)O)cc1
 : -1.0, -6
- CCOC(=O)C1=C(C)NC(SC)=NC1c1ccccc1 (stereo not drawn)
 : -0.6, 12

# For convenience, 14 of the compounds above:
# Each structure is followed by: STK33 kinase inh, OX1R antag
- CC(C)Cn1cc(Cl)c(=O)n(CC(C)C)c1=O
 : -1.4, 6
- CN(Cc1cc(=O)n2ccsc2n1)C1CCCCC1
 : -0.5, 6
- CCOc1nc(C)ccc1-c1noc(-c2ccco2)n1
 : 0.7, 16
- Cc1cc(/C=C2\C(=N)N3N=CSC3=NC2=O)c(C)n1Cc1ccccc1
 : -0.9, 24
- CC(C)NC(=O)NC(=O)COC(=O)c1cccc(OC(F)F)c1
 : -1.1, 9
- CC1CCCCN1C(=O)c1ccc(NC(=O)c2ccccc2Cl)cc1 (stereo not drawn)
 : -2.4, 7
- O=C(O)c1ccc(COc2ccc(/C=N/NC(=O)c3cccs3)cc2)cc1
 : 1.0, 18
- Cn1c2ccccc2c2cc(/C=N/NC(=O)c3ccc(O)cc3O)ccc21
 : 1.6, 92*
- CC(C)CC(COCc1ccc(Cl)cc1)N1CCN(C(=O)c2ccc(C(F)(F)F)cc2)CCC1=O (stereo not drawn)
 : 0.0, 19
- C/C(N)=C(/C#N)C(=O)COC(=O)c1cc(S(=O)(=O)N2CCCCC2)ccc1C
 : -0.8, 20
- CCN(Cc1ccncc1)Cc1nc(Cc2ccccc2Cl)no1
 : -2.0, 17
- CC(NCC1(N2CCOCC2)CCCCC1)C(=O)Nc1ccc(Cl)cc1Cl (stereo not drawn)
 : -1.1, 2
- COc1ccc(-c2c(C(=O)O)nc3ccccc3c2C(=O)O)cc1
 : -1.0, -6
- CCOC(=O)C1=C(C)NC(SC)=NC1c1ccccc1 (stereo not drawn)
 : -0.6, 12

# Source: PubChem (several laboratories)
